PI5P4K alpha inh: PI5P4K alpha (human) kinase inhibition; P48426; PI5P4Kalpha enzyme, ADP-Glo luminescence, 60 min; hits give low values; max response, %; 330,000 compounds, 1.2% hits; AID 652105; active = max response of -50% or lower; inconclusive = between -30% and -50%; inactive = -30% or higher; note: value at the top dose of about 77 µM; % is set by controls: 0 for no effect and ±100 for the full control effect
Target sequence (P48426 whole entry, looked up): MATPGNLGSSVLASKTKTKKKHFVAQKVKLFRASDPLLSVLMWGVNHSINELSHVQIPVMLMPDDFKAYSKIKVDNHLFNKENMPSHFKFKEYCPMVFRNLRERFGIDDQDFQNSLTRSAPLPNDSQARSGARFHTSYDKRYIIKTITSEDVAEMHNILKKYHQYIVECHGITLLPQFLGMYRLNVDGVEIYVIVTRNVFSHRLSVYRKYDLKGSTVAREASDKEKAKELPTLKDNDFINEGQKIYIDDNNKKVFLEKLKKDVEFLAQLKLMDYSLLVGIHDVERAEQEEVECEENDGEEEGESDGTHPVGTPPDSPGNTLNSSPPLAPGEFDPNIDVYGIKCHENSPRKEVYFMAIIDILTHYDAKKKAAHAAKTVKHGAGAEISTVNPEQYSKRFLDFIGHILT
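qHTS, 1536-well: enzyme/substrate mix, compound by pin tool, 5 microM ATP final; RT 60 min; ADP-Glo reagents 1 (45 min) then 2 (30 min); luminescence.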
EPAC1 antag: antagonists of human EPAC1. O95398. EPAC1 GEF assay, Rap1b-BODIPY-GDP exchange fluorescence. Potency, µM (highest dose often 115 µM), for the others: at the highest dose activity change, negative = inhibition, usual class: inhibitors. 360,000 compounds, 0.14% hits. AID 720709;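 note: potency is the fitted concentration of half-maximal effect; plate controls were vehicle for no effect and positive control for full effect; nearly all actives have a fitted effect of over 50% in size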
Abeta rescue: A-beta toxicity reversal in yeast; Potency, µM (titrated, usually from 46.1 µM), without a hit: at the highest dose growth rescue, hits mostly activators; 410,000 compounds, 0.063% hits; AID 1347071; yeast expressing A-beta42, growth rescue, OD600, 48 h; response scale: 0% DMSO, 100% iron-clioquinol control; note: potency is the fitted concentration of half-maximal effect; nearly all actives have a fitted effect of over 55% in size
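Growth rescue measured by 600 nm absorbance after 48 h yeast culture at 30 C with compound. Values normalized between DMSO and an equimolar ferric chloride plus clioquinol control.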
WRN inhibitor: inhibitors of human WRN helicase; Q14191; WRN helicase unwinding, fluorescent forked duplex, kinetic; Potency, µM (doses to about 114 µM), for inactives: top-dose activity change, negative = inhibition, most hits filed as inhibitors; 360,000 compounds, 0.46% hits; AID 651768; note: potency is the fitted concentration of half-maximal effect; % is set by controls: 0 for no effect and ±100 for the full control effect; nearly all actives have a fitted effect of over 55% in size
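WRN at 20 nM final preincubated with compound 15 min at room temperature; reaction started with 100 nM fluorophore/quencher forked duplex oligonucleotide and 2 mM ATP final. Unwinding followed kinetically by red fluorescence (ex 525, em 598 nm).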
PLK1 PBD block: PLK1 (human) polo-box domain binding inhibition | Plk1 PBD binding of FITC phosphopeptide, fluorescence polarization | Potency, µM, for inactives: max response, negative = inhibition, most hits filed as inhibitors | 360,000 compounds, 2.8% hits; note: potency is the fitted concentration of half-maximal effect; series mostly up to about 57 µM; % is set by controls: 0 for no effect and ±100 for the full control effect; nearly all actives have a fitted effect of over 65% in size
Target sequence (P53350 whole entry, looked up, the tested form may be a part): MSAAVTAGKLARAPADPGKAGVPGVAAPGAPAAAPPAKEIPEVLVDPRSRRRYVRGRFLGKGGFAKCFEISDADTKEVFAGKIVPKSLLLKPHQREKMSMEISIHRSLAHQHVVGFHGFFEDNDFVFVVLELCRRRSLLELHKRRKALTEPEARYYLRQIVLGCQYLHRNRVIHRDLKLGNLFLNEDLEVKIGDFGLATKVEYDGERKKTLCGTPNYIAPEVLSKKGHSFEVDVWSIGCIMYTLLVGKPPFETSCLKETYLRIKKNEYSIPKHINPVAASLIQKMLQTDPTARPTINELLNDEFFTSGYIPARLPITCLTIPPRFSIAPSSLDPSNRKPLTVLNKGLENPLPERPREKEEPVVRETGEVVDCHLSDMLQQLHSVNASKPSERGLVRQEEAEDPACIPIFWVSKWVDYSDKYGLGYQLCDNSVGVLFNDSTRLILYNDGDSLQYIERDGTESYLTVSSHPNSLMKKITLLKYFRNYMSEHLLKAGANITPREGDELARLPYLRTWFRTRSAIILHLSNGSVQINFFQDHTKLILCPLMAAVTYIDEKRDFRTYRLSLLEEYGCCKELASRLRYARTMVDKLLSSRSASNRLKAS
EPAC1 ag: agonists of human EPAC1. EPAC1 agonist qHTS, biochemical assay; response scale: 100% = response to 6.5 mM cAMP. AID 720707. Potency, µM (titrated, usually from 154 µM), for the others: at the top dose activation, hits mostly activators. O95398. 360,000 compounds, 0.073% hits; note: potency is the fitted concentration of half-maximal effect; nearly all actives have a fitted effect of over 60% in size
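Nucleotide exchange assay: 100 nM EPAC1 with 250 nM Rap1B loaded with BODIPY-GDP and 50 uM GDP, room temperature. Fluorescence (480/540 nm) read every 5 min for 30 min; signal change normalized to 6.5 mM cAMP as full agonist.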
FUS suppressor: rescues growth of FUS-expressing yeast. 390,000 compounds, 0.24% hits. S. cerevisiae FUS-expressing, growth rescue, OD600, 24 h. Potency, µM (highest dose often 76.6 µM), inactives show at the highest dose growth rescue (activation), hits mostly activators;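 note: potency is the fitted concentration of half-maximal effect; plate controls were DMSO vehicle for no effect and reference control for full effect; nearly all actives have a fitted effect of over 55% in size; some results filed as inactive show a strong effect at the top dose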
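Read-out: OD at 600 nm after 24hr at 30C, reporting rescue of FUS-induced yeast toxicity. Cells at OD 0.005 in galactose (2%) minimal medium; compounds tested in a dilution series; CP55940 titration from 92uM final as control.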
IL2 activator: activators of IL-2; IL-2 activation reporter assay, cell-based qHTS; stimulated with anti-CD3/CD4/CD28 beads; in transgenic mouse T cells; activation, % (series mostly up to about 46 µM); 360,000 compounds, 0.065% hits; AID 652025; in the data active = activation above about 50%; inconclusive = mostly about 30% to 49%; note: 0% is about no effect
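Unstimulated transgenic mouse T cells preincubated 60 min with compound, then stimulated with anti-CD3/anti-CD4-coated beads plus anti-CD28 for 18 h at 37 degrees C. IL-2 response read as EGFP and DsRed fluorescence by plate cytometry.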
An asterisk follows results filed as active; ? = inconclusive; . = no result given; & = joins results of further samples; [ ] = dose if it differs, or a comment. Unless noted, calls come from the whole dose curve; as a rule, active = well fitted curve in the direction sought with a large enough effect; inconclusive = small, poorly fitted or top-dose-only effect, or another doubt; inactive = no such curve, though single readings can be large; an effect the other way counts as inactive or inconclusive. This is a random part of the collection; about 4.1% have a hit in one of these screens.

Start of the data: the first 12 records as a preview:
SMILES	PI5P4K alpha inh	EPAC1 antag	Abeta rescue	WRN inhibitor	PLK1 PBD block	EPAC1 ag	FUS suppressor	IL2 activator
COc1ccc(/C=N/NC(=O)c2nc(-c3ccccc3)cc(-c3ccccc3)n2)cc1OC	-9	1%	-5%	-4%	-6%	-6%	19%	0.3
COc1ccc(C(CNC(=O)c2ccc(C)c(S(=O)(=O)N3CCCCC3)c2)N(C)C)cc1OC (centres undefined)	-1	-12%	.	-6%	-7%	6%	3%	1.1
CCCOc1ccc(C(=O)NNC(=S)NC(=O)c2ccco2)cc1	-15	-17%	-67%[inhibitor]	9%	-22%	0%	31%	-4.0
COc1cc2oc(=O)c(Br)c(C)c2c(OC)c1OC	6	2%	3%	-11%	-1%	-1%	-26%	0.7
CC(C)OCCCNC(=O)CN1C(=O)/C(=C/c2ccccc2F)Oc2ccccc21	-1	-12%	-19%	5%	27µM*	10%	-5%	0.3
Cc1ccc(N(C(=O)C(F)(F)F)C(C(=O)NC2CCCCC2)c2cccs2)cc1C (centres undefined)	.	6%	6%	-1%	6%	-1%	-3%	0.0
C=CCn1cc(C(=O)OCC)c(=O)c2cc(F)c(F)cc21	3	14%	6%	-13%	13%	5%	-6%	0.1
COc1ccc(S(=O)(=O)N(C)C)cc1NC(=O)COC(=O)Cn1cnc2ccccc2c1=O	1	22%	-7%	0%	4%	-2%	13%	0.0
CCN(CC)CCn1c(NC(=O)c2ccc(C(F)(F)F)cc2)nc2ccccc21	-5	2%	5%	-1%	-5%	13%	14%	-0.7
O=C(Nc1ccccc1)C1CC(=O)n2c(nc3ccccc32)N1 (centres undefined)	1	1%	-7%	3%	-8%	3%	23%	-2.3
CCOc1ccc(C(=O)c2nc3c(n2O)CCCCC3)cc1	1	0%	-6%	-2%	-2%	4%	11%	0.9
CN1CCN(c2ccc(CNC(=O)C3Cc4c(-c5cccc(F)c5)ccnc4O3)cc2)CC1 (centres undefined)	-8	-7%	-17%	-7%	-4%	-8%	-10%	-0.3

The list itself (from the top)
SMILES	PI5P4K alpha inh	EPAC1 antag	Abeta rescue	WRN inhibitor	PLK1 PBD block	EPAC1 ag	FUS suppressor	IL2 activator
COc1ccc(/C=N/NC(=O)c2nc(-c3ccccc3)cc(-c3ccccc3)n2)cc1OC	-9	1%	-5%	-4%	-6%	-6%	19%	0.3
COc1ccc(C(CNC(=O)c2ccc(C)c(S(=O)(=O)N3CCCCC3)c2)N(C)C)cc1OC (centres undefined)	-1	-12%	.	-6%	-7%	6%	3%	1.1
CCCOc1ccc(C(=O)NNC(=S)NC(=O)c2ccco2)cc1	-15	-17%	-67%[inhibitor]	9%	-22%	0%	31%	-4.0
COc1cc2oc(=O)c(Br)c(C)c2c(OC)c1OC	6	2%	3%	-11%	-1%	-1%	-26%	0.7
CC(C)OCCCNC(=O)CN1C(=O)/C(=C/c2ccccc2F)Oc2ccccc21	-1	-12%	-19%	5%	27µM*	10%	-5%	0.3
Cc1ccc(N(C(=O)C(F)(F)F)C(C(=O)NC2CCCCC2)c2cccs2)cc1C (centres undefined)	.	6%	6%	-1%	6%	-1%	-3%	0.0
C=CCn1cc(C(=O)OCC)c(=O)c2cc(F)c(F)cc21	3	14%	6%	-13%	13%	5%	-6%	0.1
COc1ccc(S(=O)(=O)N(C)C)cc1NC(=O)COC(=O)Cn1cnc2ccccc2c1=O	1	22%	-7%	0%	4%	-2%	13%	0.0
CCN(CC)CCn1c(NC(=O)c2ccc(C(F)(F)F)cc2)nc2ccccc21	-5	2%	5%	-1%	-5%	13%	14%	-0.7
O=C(Nc1ccccc1)C1CC(=O)n2c(nc3ccccc32)N1 (centres undefined)	1	1%	-7%	3%	-8%	3%	23%	-2.3
CCOc1ccc(C(=O)c2nc3c(n2O)CCCCC3)cc1	1	0%	-6%	-2%	-2%	4%	11%	0.9
CN1CCN(c2ccc(CNC(=O)C3Cc4c(-c5cccc(F)c5)ccnc4O3)cc2)CC1 (centres undefined)	-8	-7%	-17%	-7%	-4%	-8%	-10%	-0.3
CCC1CN(C(=O)N2CCC(C(=O)NCc3ccc(C)o3)CC2)c2cc(C)ccc2O1 (centres undefined)	-1	12%	5%&-17%	1%	-7%	-3%	19%&40%	-1.2
CC1(/[N+]([O-])=C/c2ccc(F)cc2)CCCCC1=O (centres undefined)	10	-2%	19%	-8%	-2%	13%	16%	0.2
CCCn1c(NCc2cc(C)ccc2O)nc2ccccc21	2	-8%	8%	-18%	0%	6%	-17%	-2.7
CN(CC(=O)Nc1ccc(F)c(F)c1F)C(=O)c1ccc(N2CCCC2=O)cc1	-3	11%	-4%	1%	-8%	9%	9%	0.2
CN(C(=O)CSc1nnc(NC2CCCCC2)s1)C1CCS(=O)(=O)C1 (centres undefined)	-6	-6%	9%	2%	?	-3%	-12%	0.5
COc1ccccc1C(=O)Nc1nnc(S(=O)(=O)N2CCCCCC2)s1	6	-13%	4%&-7%	0%	-11%	2%	-2%&-12%	-1.4
COc1ccc(CCCc2nnc(SCC(=O)Nc3cc(C)c(C)cc3Br)o2)cc1	.	3%	2%	3%	-4%	18%	18%	-2.6
Cc1cccc(NC(=S)NNC(=O)c2csc3c2CCCC3)c1	.	-2%	27%	4%	-25%	2%	?	-3.9
O=C(COC(=O)c1cccs1)Nc1ccccc1	.	0%	11%	-16%	-5%	-4%	23%	-0.3
CC(=O)c1ccc(OCC(=O)Nc2ccc3c(c2)CCC3)cc1	-9	-14%	-11%	10%	-3%	-11%	13%	3.2
CCOC(=O)C1Nc2c(cc(C(F)(F)F)cc2[N+](=O)[O-])C2c3ccccc3CC12 (centres undefined)	9	-5%	23%	-7%	-5%	6%	23%	1.1
COc1ccc(OC)c(C2CC(=O)c3c([nH]c(C(=O)OC(C)C)c3C)C2)c1 (centres undefined)	1	0%	-14%	-5%	2%	-16%	-17%	-4.7
CS(=O)(=O)c1ccccc1-c1nnc(NC(=O)CCS(=O)(=O)c2ccc(Cl)cc2)o1	-2	10%	2%	3%	-12%	7%	-5%	-2.1
Further results
SMILES	PI5P4K alpha inh	EPAC1 antag	Abeta rescue	WRN inhibitor	PLK1 PBD block	EPAC1 ag	FUS suppressor	IL2 activator
CC(C)(C)OC(=O)N1O[C@H]2C[C@@H]1[C@@H]1[C@@H]2N=NN1C12CC3CC(CC(C3)C1)C2	1	-17%	-15%	-3%	-8%	-15%	-18%	-0.5
Cc1ccccc1NC(=O)COC(=O)C1=COCCO1	1	-29%	-1%	1%	4%	11%	-4%	0.7
Cc1cc(C)nc(N(C#N)Cc2ccccc2)n1	0	1%	5%	-4%	-5%	7%	18%	0.7
COc1ccc(-c2oc3ccccc3c2C(=O)OCc2ccccc2)cc1	19	3%	-3%	-1%	24µM*	10%	-15%	-3.3
O=C(NN=Cc1ccccc1O)C1CC1	2	-20%	-2%	-2%	-2%	-6%	-13%	-0.2
Fc1cc(F)cc(-c2c(-c3ccccc3)ncc3ccc(F)cc23)c1	-18	6%	-9%	8%	-7%	-7%	-1%	-0.5
O=C(CSc1nnc(-c2ccccc2O)o1)Oc1ccc(OCc2ccccc2)cc1	1	-4%	1%	-5%	-4%	7%	33%	-1.5
COc1ccc(C2=NN(C(=O)CCC(=O)O)C(c3ccc(Br)cc3)C2)cc1 (centres undefined)	-3	-11%	1%	3%[57.1 µM]	-6%	9%	38%	-1.3
CCOC(=O)c1c(C)[nH]c(C(=O)COC(=O)c2ccncc2)c1C	9	-1%	3%	-7%	-5%	7%	-5%	0.2
Cc1cc(C2=NNC(=NC3CC3)SC2)c(C)n1-c1c(C)n(C)n(-c2ccccc2)c1=O	2	6%	1%	6%[57.1 µM]	3%	1%	?	2.0
Cc1ccc(C(=O)Nc2ccccc2)cc1S(=O)(=O)Nc1ccc(Cl)cn1	4	-2%	3%	-20%	-25%	3%	-4%	-3.3
Cc1nc(CNS(=O)(=O)c2cccc(F)c2)cs1	.	8%	-3%	-2%	-7%	4%	21%	-2.6
O=C(CCCO)N/N=C/c1ccccc1[N+](=O)[O-]	-5	-2%	8%	-19%	-13%	-2%	.	-0.5
Cc1ccc(S(=O)(=O)N(Cc2ccccc2)c2ccccc2C(=O)N2CCCCC2)cc1	1	15%	-13%	1%	0%	21%	31%	-0.5
O=C1CC2(CCCCCC2)Oc2ccccc21	-2	-8%	-9%	-4%	5%	-13%	-6%	-0.6
Oc1ccc(Br)cc1/C=N/n1c(C2CCCCC2)n[nH]c1=S	-13	4%	-12%	?	27µM*	10%	11%	0.3
COC(=O)N/N=C/c1cn(CCCOc2ccccc2)c2ccccc12	12	?	-18%	-12%	-10%	9%	.	-3.8
CC(C)NC(=O)CSc1nc(-c2cccs2)cc(-c2ccccc2)c1C#N	.	-1%	-5%	5%	-8%	2%	-5%	-3.0
Cc1nc(N2CCN(C(=O)COc3ccccc3)CC2)c2c(C)c(C)sc2n1	-10	4%	-7%	-15%	-6%	8%	10%	-2.7
NC(=O)Cc1ccc(Nc2nnc(-c3ccccc3)c3ccccc23)cc1	0	-8%	-19%	-13%	-2%	2%	7%	-0.6
CCOc1ccc(S(=O)(=O)Nc2cccc(OC)c2)cc1	.	-12%	11%	-14%	-5%	10%	1%	0.7
Cc1ccsc1/C=C(\C(=O)c1ccc(OC(C)C)cc1)c1nc2ccccc2o1	0	-20%	-9%	-34%[57.1 µM]	-10%	18%	15%	-3.4
CS(=O)(=O)c1ccc(Cl)c(C(=O)Nc2ccc3nc(N4CCOCC4)sc3c2)c1	4	2%	-1%	-3%	4%	4%	21%	1.1
CN(C)c1ccc(/C=C/C(=O)c2ccc3c(c2)OCCO3)cc1[N+](=O)[O-]	-6	-4%	-13%	-25%[57.1 µM]	-14%	7%	17%	1.6

Bioassay records (PubChem BioAssay)
